UDG counterscr: counter-screen for AID inhibitors: uracil-DNA glycosylase inhibition | 0.14% of 91,000 active | Potency, µM (series often up to 115 µM), for inactives: at the highest dose activity change, negative = inhibition, most hits filed as inhibitors | FRET deamination/UDG coupled assay, UDG read, 4 h; also: nearly all actives have a fitted effect of over 65% in size
AID inh: activation induced cytidine deaminase inhibition; 0.32% of 91,000 active; AID deamination FRET fluorescence, UDG-coupled, 4 h; Potency, µM (top dose mostly 115 µM), without a hit: at the top dose activity change, negative = inhibition, usual class: inhibitors; AID 1347428; also: nearly all actives have a fitted effect of over 25% in size
Target sequence (Q9GZX7 whole entry, looked up): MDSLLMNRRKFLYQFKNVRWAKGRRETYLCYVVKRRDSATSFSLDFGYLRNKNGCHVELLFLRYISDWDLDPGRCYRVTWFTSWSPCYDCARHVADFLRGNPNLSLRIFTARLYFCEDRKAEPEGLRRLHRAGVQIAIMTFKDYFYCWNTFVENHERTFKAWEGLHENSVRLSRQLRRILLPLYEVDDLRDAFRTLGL
* = called active by the depositor; i = inactive; ? = inconclusive; [ ] = remark or other dose. Calls follow the shape of the dose curve; as a rule, active = well fitted curve in the direction sought with a large enough effect; inconclusive = small, poorly fitted or top-dose-only effect, or another doubt; inactive = no such curve, though single readings can be large; an effect the other way counts as inactive or inconclusive. % is scaled to controls: 0 for no effect and ±100 for the full control effect; potency is read from the fitted curve at half-maximal effect. A portion of the library. The share of hits here may be higher or lower than overall.

Screens in order – UDG counterscr | AID inh
COc1ccc(C(=O)N2CCC(C(=O)Nc3ccccc3Cl)CC2)cc1
 : 8% | 5%
O=C(CCCn1c(=O)c2cccn2c2cccnc21)Nc1ccccc1C(F)(F)F
 : 6% | -3%
Cc1ccc(C)c(NS(=O)(=O)c2ccc3c(c2)n(C)c(=O)n3C)c1
 : 0% | 17%
COc1ccc(-c2nc3ccccc3o2)cc1NC(=O)c1cc([N+](=O)[O-])ccc1N1CCOCC1
 : -8% | 6%
CC(NC(=O)CC1C=CCC1)c1ccc2c(c1)CCCC2 (stereo not drawn)
 : -5% | -4%
Cc1ccc(Cl)cc1Nc1cc(Cl)c2nonc2c1[N+](=O)[O-]
 : -10% | -3%
CCOC(=O)N1CCc2c(sc3c2C(=O)NC(c2cc(OC)c(OC)c(OC)c2)N3)C1 (stereo not drawn)
 : -20% | -12%
CCc1ccc(NC(=O)C(CC)n2c(=O)c(-c3ccccc3NC(C)=O)nc3ccccc32)cc1 (stereo not drawn)
 : ? | ?
O=C(NCc1ccccc1)c1cccc(Nc2nc3ccccc3n3nnnc23)c1
 : 4%[57.5 µM] | 1%
COc1cccc(C(=O)/C(C#N)=C\c2ccccc2OC(F)F)c1
 : -15% | -30%
Cc1nn(Cc2ccc(Cl)cc2Cl)c(C)c1NS(=O)(=O)c1c(C)nn(C(F)F)c1C
 : -2% | -7%
Cc1ccc(CN(C)Cc2ccco2)cc1
 : -4% | 1%
CSc1ccccc1NC(=O)c1cccc(F)c1
 : -4% | -4%
COc1ccc(-n2c(=O)c3ccc(C(=O)NCc4ccc(C)cc4)cc3n(Cc3ccc(F)cc3Cl)c2=O)cc1
 : 3% | i
CCOC(=O)c1cccc(NC(=O)c2cnc(N3CCCCC3)c3ccccc23)c1
 : 7% | 1%
COCCNC(=O)CSc1nc(-c2ccc(C)cc2)nc2c1c(=O)n(C)c(=O)n2C
 : 2% | 2%
O=C(Cn1nc(-c2ccccc2)ccc1=O)NCc1ccc(F)cc1Cl
 : -3% | 0%
Cc1ccc(S(=O)(=O)Nc2cc(Cl)c3oc4c(c3c2)CCCC4)cc1
 : -12% | 2%
CC(C)c1ccc(NC(=O)COc2ncnc3ccccc23)cc1
 : 5% | 2%
COC(=O)c1sc(=S)n(-c2cc(C)ccc2C)c1N
 : -3% | -4%

Next part:
Screens in order – UDG counterscr | AID inh
COC(=O)c1cc2sc(C)cc2n1CC(=O)Nc1cccc(SC)c1
 : 0% | -13%
Cc1cc(C)n2nc(CNS(=O)(=O)c3ccc(C)c(C)c3)nc2n1
 : -6% | -17%
N#CC(C(=O)NCc1ccccc1)C(=O)c1cccc(C(F)(F)F)c1 (stereo not drawn)
 : -6% | -18%
COc1cc(/C=C(/C#N)C(=O)C(C)(C)C)cc(Cl)c1OC
 : 1% | -10%
CCOc1ccc(-n2c(=O)c3c4c(sc3n(CC(=O)NCCCOC)c2=O)CCCCC4)cc1
 : -8% | 10%
CC1CCN(C(=O)c2ccc(NC(=O)c3nsc4ccccc34)cc2)CC1
 : -5% | -15%
O=C(CSc1nc2ccccc2n1Cc1ccc(F)c(Cl)c1)N1CCN(c2ccc(F)cc2)CC1
 : -8% | -2%
COc1cccc2cc(-c3cc(=O)oc4cc(O)ccc34)c(=O)oc12
 : -3% | -24%
Cc1ccccc1NC(=O)CC1NCCNC1=O (stereo not drawn)
 : -1% | 13%
Cc1ccc(N2C(=O)CS(=O)(=O)C23C(=O)N(Cc2cccc(F)c2)c2ccccc23)cc1Cl (stereo not drawn)
 : -5% | 9%
N#Cc1ccccc1N=Cc1ccc2ccccc2c1
 : -1% | -7%
CCOc1ccc(NC(=O)c2sc3ccccc3c2Cl)cc1
 : 11% | -1%
Cc1ccc(C)c(OCCn2c(-c3ccc(Cl)cc3)nc3ccccc3c2=O)c1C
 : ? | 25%
COc1ccccc1OCCn1c(-c2ccc(Br)cc2)nc2ccccc2c1=O
 : 34%[activator] | 15%
Brc1ccc(CNCCCSc2nnnn2-c2ccccc2)cc1
 : -7% | -15%
COc1cccc(CNC(=O)CSc2cc(C)[nH]c(=O)n2)c1
 : -4% | 16%
CCCCN(C(=O)CN1CCN(c2ccccc2)CC1)c1c(N)n(CC(C)C)c(=O)[nH]c1=O
 : -4% | -4%
Cc1ccc(C(=O)NCc2cc(-c3nn(C)c(=O)c4ccccc34)ccc2C)cc1
 : -14% | -24%
COc1ccc(-n2nc(C)c3c2NC(=O)CC3c2ccc(OC)c(OC)c2)nn1 (stereo not drawn)
 : -2% | -6%
N#Cc1ncn(CC(=O)Nc2ccc(Br)cc2Cl)n1
 : -4% | 0%

Later entries.
Screens in order – UDG counterscr | AID inh
COc1ccc(NC(=O)CSc2nccn2Cc2ccc3c(c2)OCO3)cc1
 : 7% | 13%
COc1ccccc1-c1cc2nc(C)c(CCC(=O)Nc3cc(C)ccc3C)c(C)n2n1
 : -5% | -20%
CCOC(=O)C(NC(=O)c1ccc(C)cc1)C(=O)OCC
 : 3% | -3%
COc1ccc(NS(=O)(=O)c2cccc(C(=O)Nc3ccc4oc(C)nc4c3)c2)cc1
 : 5% | 5%
COc1ccc(-n2c3c(c(=O)[nH]c2=O)CN(C2CCCC2)CN3)cc1Cl
 : 1% | 0%
C=CCNC(=O)C/C(C)=N/NC(=O)C(C)C
 : -2% | 0%
COCC(C)N(C)C(=O)c1ccc2c(c1)NC(=O)CS2 (stereo not drawn)
 : -1% | 0%
O=C(COC(=O)c1c[nH]c2ccccc12)Nc1ccc(N2CCOCC2)cc1
 : 26% | 1%
COc1ccc(Cn2nc3n(c2=O)-c2ccccc2OC3)cc1
 : -21% | ?
Cc1cc(C)c2oc(C(=O)Nc3ccc(OC(F)F)cc3)cc(=O)c2c1
 : 4% | 2%
COc1cccc(-n2c(SCc3cccc(C)c3)nc3c([nH]c4ccccc43)c2=O)c1
 : -13% | -30%
COc1ccc(S(=O)(=O)Nc2c(C)nc3nc(C)[nH]n3c2=O)cc1
 : 1% | -4%
Cc1ccc2c(c1)N(CC(=O)NCCc1ccc(Cl)cc1)C(=O)c1cccnc1O2
 : 69%[activator] | -4%
Cc1c(Cl)cccc1Nc1nn2c(=O)c3ccc(C(=O)N(C)Cc4ccccc4)cc3nc2s1
 : 0% | 4%
CC(C)OCCCNC(=O)CN1C(=O)CSc2ccc(S(=O)(=O)N3CCOCC3)cc21
 : -6% | 8%
COc1cc(NC(=O)C2Cc3ccccc3N2C(=O)c2ccccc2)cc(OC)c1 (stereo not drawn)
 : 16% | 15%
COc1cccc(NCc2cccn2-c2nnc(N3CCC(C)CC3)s2)c1
 : -5% | ?
O=C(NS(=O)(=O)NC(=O)c1ccccc1)c1ccccc1
 : -8% | -8%
Cc1ccc(Cl)cc1N1CCN(CC(=O)NC2CCS(=O)(=O)C2)CC1 (stereo not drawn)
 : -4% | -5%
CCCCCOc1ccc(Cn2c(=O)oc3ccc(C)cc32)cc1OC
 : -16% | ?

In another format: results already given.
| Structure | UDG counterscr | AID inh |
| --- | --- | --- |
| C=CCNC(=O)C/C(C)=N/NC(=O)C(C)C | -2% | 0% |
| COCC(C)N(C)C(=O)c1ccc2c(c1)NC(=O)CS2 (stereo not drawn) | -1% | 0% |
| O=C(COC(=O)c1c[nH]c2ccccc12)Nc1ccc(N2CCOCC2)cc1 | 26% | 1% |
| COc1ccc(Cn2nc3n(c2=O)-c2ccccc2OC3)cc1 | -21% | ? |
| Cc1cc(C)c2oc(C(=O)Nc3ccc(OC(F)F)cc3)cc(=O)c2c1 | 4% | 2% |
| COc1cccc(-n2c(SCc3cccc(C)c3)nc3c([nH]c4ccccc43)c2=O)c1 | -13% | -30% |
| COc1ccc(S(=O)(=O)Nc2c(C)nc3nc(C)[nH]n3c2=O)cc1 | 1% | -4% |
| Cc1ccc2c(c1)N(CC(=O)NCCc1ccc(Cl)cc1)C(=O)c1cccnc1O2 | 69%[activator] | -4% |
| Cc1c(Cl)cccc1Nc1nn2c(=O)c3ccc(C(=O)N(C)Cc4ccccc4)cc3nc2s1 | 0% | 4% |
| CC(C)OCCCNC(=O)CN1C(=O)CSc2ccc(S(=O)(=O)N3CCOCC3)cc21 | -6% | 8% |
| COc1cc(NC(=O)C2Cc3ccccc3N2C(=O)c2ccccc2)cc(OC)c1 (stereo not drawn) | 16% | 15% |
| COc1cccc(NCc2cccn2-c2nnc(N3CCC(C)CC3)s2)c1 | -5% | ? |
| O=C(NS(=O)(=O)NC(=O)c1ccccc1)c1ccccc1 | -8% | -8% |
| Cc1ccc(Cl)cc1N1CCN(CC(=O)NC2CCS(=O)(=O)C2)CC1 (stereo not drawn) | -4% | -5% |

(listing goes on)
Screens in order – UDG counterscr | AID inh
COc1cc(OC)c(OC)cc1/C=C/c1nc2cc3ccccc3cc2c(=O)n1-c1ccc(Cl)cc1
 : 12% | 5%
O=C(Nc1ccccc1C(=O)NCC12CC3CC(CC(C3)C1)C2)c1ccccc1
 : -2% | -7%
COc1ccc(Cl)cc1C(=O)Nc1ccc(-c2nnc3n2CCCCC3)cc1
 : -8% | -4%
COC(=O)c1ccc(OCC2c3cc(OC)c(OC)cc3CCN2C(=O)c2ccc(OC)cc2)cc1 (stereo not drawn)
 : 4% | -24%
CC1CCCC(NC(=O)c2ccc3ccccc3c2)C1C (stereo not drawn)
 : 10% | 6%
CCOC(=O)c1c(NC(=O)C(C)Sc2cn(CCNC(=O)c3ccc(OC)c(OC)c3)c3ccccc23)sc2c1CCC2 (stereo not drawn)
 : -18% | ?
Cc1cccc(NC(=O)CSc2ccc(-c3ccccn3)nn2)c1
 : 0% | 7%
CCCCOc1ccc2c(=O)c(-c3cc(C(=O)OC)oc3C)c(C)oc2c1
 : 0% | -19%
CCN1CCN(C(=O)c2ccc3c(c2)N(Cc2ccccc2)C(=O)c2ccccc2S3(=O)=O)CC1
 : -11% | 5%
N#CC1(C(=O)NCc2ccccc2)CCCC1
 : -1% | 0%
CCOc1cc2c(cc1OCC)C(c1c(F)cccc1Cl)CC(=O)N2 (stereo not drawn)
 : 6% | -9%
COc1cc2c(C(=O)N3CCN(c4ccc(C)cc4)C(C)C3)cn(CC(C)C)c(=O)c2cc1OC (stereo not drawn)
 : -12% | 33%[activator]
Cc1cc(C(=O)CSc2nnc(COc3ccccc3Cl)n2C)c(C)n1Cc1cccs1
 : 0% | -11%
CNC(=O)c1ccccc1NCC(=O)Nc1sc2c(c1C#N)CCCCC2
 : 3% | 2%
COCCn1cc(C(=O)NCCc2cccc(Cl)c2Cl)ccc1=O
 : -4% | -2%
COc1cccc(-c2nn(C)c3sc(C(=O)N4CCN(c5cccc(C(F)(F)F)c5)CC4)cc23)c1
 : ? | ?
Cc1c(C(=O)NCc2nnc3n2CCCCC3)oc2c(F)cccc12
 : -9% | -2%
Cc1ccccc1N1CCN(CCS(=O)(=O)c2ccc(Br)cc2)CC1
 : -17% | -18%
Cc1cccc(NS(=O)(=O)c2ccc3c(c2)CC(C)N3C(=O)C2CCC2)c1C (stereo not drawn)
 : 8%[57.5 µM] | 2%[57.5 µM]
CC(c1cccs1)N(C)S(=O)(=O)c1cc(C(=O)O)cs1 (stereo not drawn)
 : -2% | -8%

Going on with the list:
Screens in order – UDG counterscr | AID inh
CCN(Cc1ccccc1)Cc1c(O)ccc2c(=O)c(-c3ccccc3OC)c(C(F)(F)F)oc12
 : ? | -3%
CC(C)c1ccc(Nc2cc(C(=O)NCc3cccs3)c3ccccc3n2)cc1
 : 1% | -4%
Cc1ccc(C)c(CSc2nc3nc[nH]c3c(=O)[nH]2)c1
 : -5% | 2%
COc1cc(NC(=O)Cn2c(=O)n(CC3CCCO3)c(=O)c3ccccc32)cc(OC)c1 (stereo not drawn)
 : -6% | -10%
COc1cccc(NC(=O)C2CCCN(S(=O)(=O)c3c(C)nn(C)c3C)C2)c1 (stereo not drawn)
 : -5% | 11%
OCc1cccc(Nc2ncnc3ccsc23)c1
 : -10% | -5%
COc1ccc(-c2cc(-c3ccccc3)nc3c2COc2ccc(Cl)cc2-3)cc1
 : -14% | -11%
CN(Cc1ccccc1)C(=O)c1cc2c(s1)-c1ccc(Cl)cc1SC2
 : -18%[57.5 µM] | ?
Cc1ccc(COc2cccc3cc(-c4noc(-c5ccc(C)cc5)n4)c(=O)oc23)cc1
 : -1% | 66%[activator]
CC(=O)c1c(C)[nH]c(-c2csc(CC(=O)Nc3ccc(C)cc3)n2)c1C
 : -8% | 39%[activator]
CC1CCN(S(=O)(=O)c2ccc3c(c2)N(CC(=O)NCCN(C)C)C(=O)CS3)CC1
 : -1% | -3%
CCC1CCC(c2ccc(C(=O)CCN(C)C)cc2)CC1 (stereo not drawn)
 : 0% | -11%
Cc1cc2nn(-c3ccccc3)nc2cc1NC(=O)Cc1ccc(Cl)cc1
 : 12% | 69%[activator]
COc1cc(C2c3c(oc4ccccc4c3=O)C(=O)N2c2nnc(C(C)C)s2)cc(OC)c1OC (stereo not drawn)
 : 10%[57.5 µM] | 10%[57.5 µM]
CCOCCc1nn2c(=O)cc(COC(=O)c3ccccc3OC)nc2s1
 : 8% | -2%
COc1ccc(NC(=O)Cn2c(=O)n(Cc3ccccc3Cl)c(=O)c3cc(OC)c(OC)cc32)cc1OC
 : -2% | -3%
CCOc1ccc(NC(=O)Cn2c(=O)n(CCc3ccccc3)c(=O)c3c4c(sc32)CCCC4)cc1
 : 2% | 22%
COc1ccccc1CNC(=O)CSc1ccc(-c2sc(-c3ccccc3)nc2C)nn1
 : ? | -19%
CCOc1ccc(CNC(=O)C2CCN(C(=O)N3CC(CC)Oc4ccccc43)CC2)cc1 (stereo not drawn)
 : -2%[57.5 µM] | 4%
